# Screens: PubChem BioAssay, several laboratories
# Dynein cargo inh: inhibitors of GR-EGFP nuclear translocation, primary screen, dynein cargo transport inhibitor project, imaging, high-content, 3617.4 mouse cells; 220,000 tested, 0.47% active; z-score, hits read low; AID 1381, 2008; test concentration mostly 20 µM; stimulated with dexamethasone, 1 µM; hits give low values;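 active = plate z-score of nuclear minus cytoplasmic receptor signal below a set negative limit, without overly bright fluorescence or cell loss, cut at about -3.5 in these data, passing the limit was not always enough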;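 also: z-score of nuclear minus cytoplasmic ring GR-EGFP intensity difference per well; some compounds called inactive have numbers as strong as hits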
#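 Buffer or medium: tet-free medium with charcoal-stripped serum / Also added: dexamethasone agonist, 1.0 µM final, for 30 min / Timing: induction 48 h, compound 1 h, agonist 30 min / Measured by: high-content fluorescence imaging after fixation / Read-out: nuclear-to-cytoplasmic GR-EGFP distribution per well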
# T cell HTS: modulators of CD8 T cell-vesicle binding, primary screen, mouse 2C CD8+ T cells, flow cytometry | 2C CD8+ T cell-vesicle binding; hits give low values | calls only at 7 µM | 330,000 tested, 0.068% active | AID 2052, 2009;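 active = response, share of CD8 T cells binding vesicles, and their 90th percentile fluorescence all below set limits, cut at about 80% in these data, passing the limit was not always enough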
#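 Test system: purified 2C TCR transgenic mouse naive CD8+ T cells. Probe or stimulus: QL9-peptide-loaded Drosophila micro-vesicles bearing Ld, ICAM-1 and B7-1. Incubation: binding step 1.5 h, 37 °C, antibody labelling 20 min, ice. Measured by: flow cytometry of vesicle-bound cells.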
# Hep lipid drop: inhibitors of hepatocyte lipid droplet formation, primary screen, imaging, high-throughput imaging, BODIPY stain; AML12 mouse hepatocytes, oleate lipid droplets; inhibition, % at 6.5 µM; 240,000 tested, 0.4% active; AID 1656, 2009;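 active = lipid droplet intensity inhibited by at least 50%, with more than 500 cells counted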
#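 Assay system: AML12 hepatocytes (mouse); Probe or stimulus: oleic acid at 100 µM to induce lipid droplet formation; Dosing: compound at 6.5 µM only; Schedule: compound with oleate, overnight; Detection: fluorescence imaging, 20x objective, two fields per well; Measure: % inhibition of lipid droplet signal.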
# MT stabilizer: microtubule stabilizers in HeLa cells, primary screen, imaging, high-content imaging; HeLa tubulin immunostaining HCS, 24 h; share of cells brighter than vehicle mean+2SD; % tubulin-high responders, % at 10 µM; 200,000 tested, 0.83% active; AID 2205, 2009;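 active = plate Z-score above 3 for both tubulin-high and condensed-nucleus cell shares, with cell loss under 80%, at 10 µM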;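 also: anti alpha tubulin signal scored within the nucleus-defined area of each cell; some results filed as inactive read as strong as hits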
# Autophagy HCS: autophagy modulators in MEF cells, primary screen, imaging, high-content, MEF GFP-LC3. MEF GFP-LC3 puncta imaging; test concentration mostly 10 µM. calls only at 10 µM (by protocol). 190,000 tested, 0.98% active. AID 463193, 2010;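 active = percentage of spot-positive cells more than 3 SD above its plate mean, without a fluorescence outlier flag or 80% toxicity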;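 also: spot-positive cell cutoff set from DMSO-treated cells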
# Insulin prom up: insulin promoter activators in MIN6 cells, imaging, high-content screening, mouse beta cells | MIN6 insulin promoter-GFP reporter; hits give high values | z-score at 5 µM | 190,000 tested, 0.3% active;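 active = z-score above 3 at 5 µM with at least 500 cells counted in the well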
# Salmonella PhoP GFP: inhibitors of PhoP regulon expression, primary screen, Salmonella Typhimurium, GFP reporter (AID 1863); S. Typhimurium PhoP-regulated promoter GFP reporter, 4 h; higher % means a stronger effect; inhibition, % at 50 µM; hits with a dose series show IC50 in µM; 300,000 tested, 0.16% active;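 active = inhibition over 29.93%, a cutoff 3 SD above the screen mean, later confirmed by dose response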;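 also: 0% = low Mg2+ inducing control and 100% = high Mg2+ repressing control; strong numbers were not always called active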
# b-catenin transl: modulators of beta-catenin nuclear translocation, primary screen, imaging, HeLa cells, immunofluorescence, high-content; nuclear translocation activity, % at 5 µM; AID 1665, 2009; 190,000 tested, 0.3% active;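 active = nuclear translocation activity above 50% at 5 µM, with a well cell count of 50 or more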;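 also: per-cell ratio of nuclear to cytoplasmic median beta-catenin stain intensity; plate controls were DMSO negative control for no effect and GSK-3 inhibitor IX positive control for full effect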
#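 Test system: human HeLa cells, endogenous beta-catenin. Times: 24 h compound exposure, 37°C. Measured by: beta-catenin immunofluorescence imaging with DAPI.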
# ER stress rescue: rescue of cells from ER stress-induced death, primary screen, 384-well, CSM14.1, thapsigargin, ATP luminescence (AID 1222) | 190,000 tested, under 10 active | one-dose cellular ATP content (survival), % at 20 µM; EC50 in µM for titrated hits | CSM14.1 thapsigargin-induced death rescue, ATP luminescence; higher % means a stronger effect;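 active = EC50 below 50 µM in the dose-response confirmation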;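 also: death triggered by thapsigargin at about 15 µM added after 2 h compound pretreatment; cell ATP read after overnight thapsigargin exposure of roughly 18 to 22 hours; normalized against plate controls of thapsigargin alone and 5% DMSO vehicle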
# Dynein cargo inh cytoplasmic EGFP: recorded beside Dynein cargo inh, whose call it bears; z-score; measured here: cytoplasmic GR-EGFP intensity; hits give high values
# Dynein cargo inh nuclear GR-EGFP: recorded beside Dynein cargo inh, whose call it bears; z-score; measured here: nuclear GR-EGFP intensity;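 lower value marks the stronger effect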
# Dynein cargo inh cell count: recorded beside Dynein cargo inh, whose call it bears; z-score; measured here: cell count per field
# Insulin prom up cell count: further read-out of Insulin prom up, marked with its call; cell count; measured here: cytotoxicity, nuclei count;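 total cells summed across four imaged fields per well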
# Hep lipid drop cells 6.5 µM: also measured in Hep lipid drop; calls as there; cell count; measured here: cell count, cytotoxicity flag;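 cells counted across two imaged fields per well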
# b-catenin transl cell count 5 µM: further read-out of b-catenin transl, marked with its call; cell count; measured here: cell count, cytotoxicity flag
# T cell HTS vesicle-bound %: recorded beside T cell HTS, whose call it bears; double positive events, %; measured here: CD8+ vesicle-bound cell fraction;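 binding gate set so that unloaded-vesicle control wells show 10% double positive cells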
# MT stabilizer Hoechst-high %: recorded beside MT stabilizer, whose call it bears; % Hoechst-high responders; measured here: nuclear condensation Hoechst responders;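 share of cells brighter than vehicle mean plus two SD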
# MT stabilizer cytotoxicity %: recorded beside MT stabilizer, whose call it bears; toxicity, %; measured here: cytotoxicity by cell density;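 0% = mean cell density of plate MIN control wells and 100% = no cells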
# Autophagy HCS cell loss 18 h: second read-out of Autophagy HCS, no call of its own (marks repeat the call); toxicity, %; measured here: cell loss, nuclei count;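 cell loss after 18 h compound exposure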
# * hit, by the source's call; i = inactive; x = not tested or not shown.
SMILES,Dynein cargo inh,Dynein cargo inh cytoplasmic EGFP,Dynein cargo inh nuclear GR-EGFP,Dynein cargo inh cell count,T cell HTS,T cell HTS vesicle-bound %,Hep lipid drop,Hep lipid drop cells 6.5 µM,MT stabilizer,MT stabilizer Hoechst-high %,MT stabilizer cytotoxicity %,Autophagy HCS,Autophagy HCS cell loss 18 h,Insulin prom up,Insulin prom up cell count,Salmonella PhoP GFP,b-catenin transl,b-catenin transl cell count 5 µM,ER stress rescue
Cc1ccc(-n2c(C)cc(/C=N/NC(=O)c3ccncc3)c2C)c(C)c1,1.3,-0.13,0.38,-1.7,i,9,x,x,2.6,2.1,10,i,-24,-0.28,1409,3%,0.2,1442,-3.2%
Cc1cc(C)n(-c2nnc(C)n2N)n1,-0.38,-0.14,0.044,-0.17,i,16,x,x,8.0,3.0,5.8,i,-5,0.61,1623,-9%,2.3,1415,1.3%
O=C(CN1C(=O)c2ccccc2C1=O)N1CCOCC1,-0.65,0.2,-0.27,1.5,i,6,x,x,1.6,1.6,3.1,i,14,0.31,1078,2%,-3.6,1217,-0.8%
O=C(c1ccccc1SCc1ccc(F)cc1)N1CCOCC1,0.71,-0.15,0.82,-1.4,i,1,13,738,1.5,0.8,5.0,i,-14,0.12,1398,5%,1.1,1019,0.3%
CCOC(=O)C1(CC2CCCCO2)CCN(C(=O)Nc2ccccc2)CC1 (stereo unspecified),-0.22,-0.26,-0.057,0.092,i,39,12,638,3.0,2.1,7.2,i,-16,0.97,1208,-9%,-1.3,1207,-0.3%
CSc1ccc(/C=N/n2c(C)nnc2C)cc1,-0.83,-0.2,-1.1,0.51,i,63,0,693,0.9,1.7,2.2,i,1,0.6,1451,-3%,-1.0,1092,-1.5%
CC(=O)N1CCCc2cc(S(=O)(=O)Nc3ccc4c(c3)OCO4)ccc21,x,x,x,x,i,32,-4,664,x,x,x,x,x,1.1,1817,7%,-1.1,1097,2.5%
O=c1cc(O)c(-c2cccc(Cl)c2)c(Cl)[nH]1,-0.27,-0.057,-0.33,0.13,i,45,7,798,1.4,1.8,11,i,5,0.43,915,-10%,x,x,0.2%
Cc1cc(/C=C(\C#N)C(=O)O)c(C)n1C1CC1,1.7,-0.22,0.48,-0.62,i,54,9,548,2.2,1.6,3.2,i,-2,-0.11,1365,12%,-0.9,979,-1.4%
CCOc1cccc(C(=O)N2CCCCC2c2cccnc2)c1 (stereo unspecified),-0.36,-0.24,-0.012,1.2,i,43,-19,440,1.5,1.7,6.5,i,1,0.66,1852,-1%,-1.1,1069,-2.7%
Cc1ccc(NC(=O)c2cc(NC(=O)C3CC=CCC3C(=O)O)ccc2N2CCOCC2)cc1 (stereo unspecified),-0.041,-0.18,0.47,-0.18,i,41,x,x,3.1,2.0,9.7,i,-1,0.46,1258,-2%,-1.2,962,1.7%
COc1cccc(C(=O)Nc2nc(-c3ccc4c(c3)OCO4)cs2)c1,-0.71,0.15,-0.32,0.39,i,49,2,629,2.6,4.4,5.0,i,3,-0.67,1989,-8%,-0.7,1135,-1.3%
O=C(CSCc1c(F)cccc1Cl)Nc1ccccc1C(=O)N1CCOCC1,-0.22,-0.25,0.47,-0.095,i,63,5,706,1.6,1.3,2.9,i,-16,-0.14,1490,-5%,2.1,815,-0.2%
O=C(NCc1ccco1)/C(=C\C=C\c1ccccc1)NC(=O)c1ccccc1Br,1.4,-0.064,1.2,-1.5,i,50,-7,645,4.1,2.6,5.5,i,27,-0.23,1608,1%,-5.7,1099,-3.0%
O=C(c1ccccc1)N1CCn2c(nc3ccccc32)C1,-0.5,-0.26,0.4,-0.42,i,39,x,x,2.6,1.9,6.3,i,7,0.05,1247,-2%,-3.3,1008,2.1%
Cc1ccc(CNC(=O)C2CN(S(C)(=O)=O)c3cc(Cl)ccc3O2)cc1 (stereo unspecified),-0.05,-0.29,0.11,0.24,i,64,17,669,1.8,1.8,11,i,9,0.23,1642,6%,-2.9,1114,-0.5%
Cc1noc(/C=C/c2ccco2)c1S(=O)(=O)N1CCC(C(=O)N(C)Cc2ccccc2)CC1,-1.8,0.56,-0.9,0.1,i,22,x,x,5.5,2.8,7.6,i,-1,-1.1,877,0%,0.9,1405,-0.3%
CCO[C@H]1OC(C(=O)N2CCN(Cc3ccc4c(c3)OCO4)CC2)=C[C@@H](C)[C@@H]1CCCO,-0.96,-0.3,-0.25,0.44,x,x,-30,716,4.7,1.4,6.7,i,11,0.54,1357,-7%,-1.4,1194,-0.9%
Cc1cc(/C=C2\SC(=O)NC2=O)c(C)n1-c1ccc(N2CCOCC2)cc1,0.017,-0.3,-0.084,0.95,i,19,11,742,x,x,x,x,x,-0.19,1292,-6%,-0.9,1031,x
COc1ccc2c(C)c(C)c(=O)oc2c1OC,-0.17,-0.27,0.54,-0.27,i,25,8,689,3.9,2.7,7.6,i,-8,-0.6,1623,5%,-1.4,1107,-0.9%
Cc1occc1C(=O)n1cnc2ccccc21,-0.68,-0.17,-0.11,0.49,i,16,-2,717,3.1,1.6,2.9,i,4,x,x,31%,x,x,-1.6%
CCc1ccc(NC(=O)CCn2ccnc2C)cc1,0.15,-0.25,0.044,0.18,i,16,-2,835,0.7,0.8,10,i,0,-0.03,894,-2%,x,x,-1.4%
CN1CCN(c2cc(C(F)(F)F)nc(-c3ccccn3)n2)CC1,1.5,-0.16,1.4,-3,i,45,-10,705,1.7,4.0,4.4,i,-6,0.69,1024,1%,-0.9,1056,2.1%
COc1cc(C(=O)NC2CC(C)(C)NC(C)(C)C2)cc(OC)c1OC,-0.54,-0.25,-0.13,0.48,i,52,0,729,2.9,2.2,14,i,-14,-0.85,1473,-2%,0.1,978,-0.4%
CN(C)CC(CCCCC(CN(C)C)C(=O)c1ccccc1)C(=O)c1ccccc1 (stereo unspecified),0.16,-0.098,0.24,-0.98,i,42,-1,733,x,x,x,x,x,-0.69,913,2%,-0.3,1245,x

# Some values from above:
# Cc1occc1C(=O)n1cnc2ccccc21 – Salmonella PhoP GFP: 31%
# Cc1cc(C)n(-c2nnc(C)n2N)n1 – Salmonella PhoP GFP: -9%

# (next part)
SMILES,Dynein cargo inh,Dynein cargo inh cytoplasmic EGFP,Dynein cargo inh nuclear GR-EGFP,Dynein cargo inh cell count,T cell HTS,T cell HTS vesicle-bound %,Hep lipid drop,Hep lipid drop cells 6.5 µM,MT stabilizer,MT stabilizer Hoechst-high %,MT stabilizer cytotoxicity %,Autophagy HCS,Autophagy HCS cell loss 18 h,Insulin prom up,Insulin prom up cell count,Salmonella PhoP GFP,b-catenin transl,b-catenin transl cell count 5 µM,ER stress rescue
CCCCCNC(=O)CC1Nc2c3ccccc3nc(=S)n2C1=O (stereo unspecified),-0.037,-0.33,0.017,0.47,i,17,15,772,1.8,1.2,5.7,i,0,0,866,9%,x,x,-0.7%
CC(=O)N1c2c(cc(Br)cc2S(=O)(=O)N2CCN(C(=O)c3ccco3)CC2)CC1C (stereo unspecified),0.75,-0.23,0.88,0.85,i,10,-7,687,2.9,0.4,16,i,-3,-0.04,1168,-1%,-1.2,1223,-0.7%
O=C(C1CCN(S(=O)(=O)c2ccc3c(c2)OCCO3)CC1)N1CCc2ccccc21,0.62,-0.17,0.9,-0.63,i,17,x,x,3.2,4.2,6.4,i,8,0.57,1345,-4%,-3.4,1043,13%
CCn1c(N2CCN(C(=O)Nc3ccc(F)cc3)CC2)nc2ccccc21,0.53,-0.046,-0.31,-0.79,i,33,x,x,4.0,3.0,0.2,i,4,-0.6,1534,-9%,-1.6,1368,-0.8%
CCCOc1ccc(Cn2cnc3ccccc32)cc1,-0.096,-0.23,-0.11,0.33,i,59,-3,684,3.0,2.0,5.4,i,11,-5.6,917,35%,x,x,-0.7%
O=C(Nc1ccc2oc(-c3ccccc3)nc2c1)c1ccco1,-0.27,-0.26,-0.15,-0.42,i,40,28,679,3.0,3.4,5.0,i,7,x,x,-5%,1.4,979,-4.8%
COc1ccccc1N1CCN(C(=O)c2cc3n(n2)C(C(F)(F)F)CC(c2ccco2)N3)CC1 (stereo unspecified),1.6,-0.14,0.97,0.46,i,18,x,x,2.8,2.3,14,i,-6,0.17,1301,-6%,-3.6,888,0.4%

# Limited to Autophagy HCS and MT stabilizer cytotoxicity %, for some of the entries so far:
Molecule | Autophagy HCS | MT stabilizer cytotoxicity %
O=C(Nc1ccc2oc(-c3ccccc3)nc2c1)c1ccco1 | i | 5.0
COc1ccccc1N1CCN(C(=O)c2cc3n(n2)C(C(F)(F)F)CC(c2ccco2)N3)CC1 (stereo unspecified) | i | 14
